# Screening results deposited in PubChem by ICCB-Longwood Screening Facility, Harvard Medical School.
# Polio RdRp inh: poliovirus RdRp elongation inhibitors, primary screen, biochemical, fluorescence polarization, total intensity | poliovirus polymerase elongation; active compounds read low | % elongation, % (compound at 16.7 µg/mL) | 150,000 tested, 0.66% active | AID 588519, 2011; in the data active = % elongation below about 90%; also: some results filed as inactive read as strong as hits
# Target sequence (P03300 1749-2209 limits assumed): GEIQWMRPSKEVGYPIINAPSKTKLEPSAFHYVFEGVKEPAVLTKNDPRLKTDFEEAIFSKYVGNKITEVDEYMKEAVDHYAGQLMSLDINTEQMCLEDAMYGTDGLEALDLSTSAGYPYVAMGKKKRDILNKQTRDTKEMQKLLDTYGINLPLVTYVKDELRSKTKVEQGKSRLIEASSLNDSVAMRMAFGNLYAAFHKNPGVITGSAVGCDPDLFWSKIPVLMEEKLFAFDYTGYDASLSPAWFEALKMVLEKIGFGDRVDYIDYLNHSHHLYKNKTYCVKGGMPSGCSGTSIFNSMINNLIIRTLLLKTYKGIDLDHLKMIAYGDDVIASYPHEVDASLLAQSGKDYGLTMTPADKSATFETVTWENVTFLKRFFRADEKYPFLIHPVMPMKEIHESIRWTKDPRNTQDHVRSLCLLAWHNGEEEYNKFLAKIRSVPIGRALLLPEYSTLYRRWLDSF
# Polio RdRp inh FP z-score: second read-out of Polio RdRp inh, no call of its own (marks repeat the call); z-score; measured here: FP z-score; hits read low
# * = called active by the depositor; & = joins results of further samples. A portion of the library; count on the stated rates, not on these rows.
SMILES	Polio RdRp inh	Polio RdRp inh FP z-score
CNS(=O)(=O)c1cn(CC(=O)N2CCc3ccccc32)cc1S(=O)(=O)NC	104	0.3
CC(Sc1nncn1C)C(=O)Nc1ccc(S(N)(=O)=O)cc1 (stereo not given)	102	0
O=C(CSc1nnc2sc3ccccc3n12)NCC(F)(F)F	101	-0.4
CCCCN(C)C(=O)Cn1nc(C)c2c(C)n(-c3ccccc3)nc2c1=O	103	0.3
COc1ccc(C)cc1-n1c(SCC#N)nc2sc(C)c(C)c2c1=O	103	-0.2
CC(C)C(OC(=O)c1ccco1)C(=O)NCc1ccccc1 (stereo not given)	102	0
CC(C)Cc1nn2c(=O)cc(COC(=O)c3cccc(NC(=O)CCc4ccccc4)c3)nc2s1	109	0.7
CCC/C(=N\O)c1c[nH]c2ccccc12	102	-0.1
CN(CC(=O)Nc1cccnc1)S(=O)(=O)c1ccc2[nH]c3c(c2c1)CCCC3	104	0.4
O=C(N/N=C1/C(=O)c2cccc3cccc1c23)NC1CCCCC1	102	-0.2
CCN(CC)CCn1c(N)nc2ccccc21	103	0.3
Cc1cccc2nc(CBr)cn12	101	-0.2
CC(C)c1ccc(C2CC(=O)Nc3cc4c(cc32)OCCO4)cc1 (stereo not given)	106	0.1
CN(C1CCCCC1)S(=O)(=O)c1ccc(C(=O)Nc2nnc(-c3cccnc3)o2)cc1	102	0.8
N#Cc1ccc(S(=O)(=O)N2CCN(S(=O)(=O)c3cccs3)CC2)cc1	102	0.1
Cc1ccc(N=Cc2ccc3c(c2)OCCO3)cc1C	104	0.4
Cc1ccc(-c2nnc(Nc3ccc(O)cc3)c3ccccc23)cc1S(=O)(=O)N1CCN(C)CC1	108	1
O=C(O)c1cccc(OCc2ccccc2)c1	100	-1
O=C1OC(c2ccc(Cl)cc2)/C(=C(/O)c2ccccc2)C1=O (stereo not given)	101	-0.1
Clc1cccc(-c2cc3nc4c(c(N5CCCCC5)n3n2)CCCC4)c1	103	0.8
O=C(COC(=O)c1cccc2ccccc12)NC1CC1	101	0
Cc1cc(OCC(=O)N(C)C2CCCCC2)ccc1Cl	103	0.4
CNS(=O)(=O)c1cn(CC(=O)N2CCN(c3ccccc3F)CC2)cc1S(=O)(=O)NC	103	-0.4
Clc1ccc(Cn2nnc3c(SCc4cccnc4)ncnc32)cc1	99	-0.9
CCOc1ccc(-c2cn3c(n2)sc2cc(C(=O)NCc4cccs4)ccc23)cc1	102	0
Cc1oc(-c2cccc(Cl)c2)nc1CN1CCCC(C(=O)NCCc2ccc(Cl)cc2)C1 (stereo not given)	106	0.1
O=C(NCc1ccccc1)c1cc2ccc(O)cc2oc1=O	99	-0.2
COc1ccc(CCNC(=O)CCCCn2c(=O)c3ccccc3n(Cc3ccc(Cl)cc3)c2=O)cc1OC	102	-1.1
COc1ccc(CCNC(=O)CS(=O)Cc2nc(-c3ccccc3F)oc2C)cc1OC (stereo not given)	103	-0.3
CCCNC(=O)c1ccc2ncsc2c1	105	0.2

# Given as labelled records: part of the list above
canonical_smiles: CCCCN(C)C(=O)Cn1nc(C)c2c(C)n(-c3ccccc3)nc2c1=O
  Polio RdRp inh: 103	Polio RdRp inh FP z-score: 0.3
canonical_smiles: COc1ccc(C)cc1-n1c(SCC#N)nc2sc(C)c(C)c2c1=O
  Polio RdRp inh: 103	Polio RdRp inh FP z-score: -0.2
canonical_smiles: CC(C)C(OC(=O)c1ccco1)C(=O)NCc1ccccc1 (stereo not given)
  Polio RdRp inh: 102	Polio RdRp inh FP z-score: 0
canonical_smiles: CC(C)Cc1nn2c(=O)cc(COC(=O)c3cccc(NC(=O)CCc4ccccc4)c3)nc2s1
  Polio RdRp inh: 109	Polio RdRp inh FP z-score: 0.7

# The listing picks up, starting 5 compounds before the break.
SMILES	Polio RdRp inh	Polio RdRp inh FP z-score
Cc1oc(-c2cccc(Cl)c2)nc1CN1CCCC(C(=O)NCCc2ccc(Cl)cc2)C1 (stereo not given)	106	0.1
O=C(NCc1ccccc1)c1cc2ccc(O)cc2oc1=O	99	-0.2
COc1ccc(CCNC(=O)CCCCn2c(=O)c3ccccc3n(Cc3ccc(Cl)cc3)c2=O)cc1OC	102	-1.1
COc1ccc(CCNC(=O)CS(=O)Cc2nc(-c3ccccc3F)oc2C)cc1OC (stereo not given)	103	-0.3
CCCNC(=O)c1ccc2ncsc2c1	105	0.2
O=C(OCC(=O)N1CCCCC1)c1cccc2ccccc12	103	-0.1
COc1cc(NS(=O)(=O)c2cccs2)cc(OC)c1	107	0.5
O=C(CCCCn1c(=O)[nH]c2ccsc2c1=O)N1CCN(c2ccccc2)CC1	107	1.9
COc1nc2sccn2c1/C=N/N1CC(=O)NC1=O	100	-0.1
Cn1c(=O)c2c(nc(SCC(=O)Nc3ccc(F)cc3)n2Cc2ccc(Cl)cc2)n(C)c1=O	103	-0.6
CCCCCCCC1C(=O)NC(=O)NC1=O	102	0
CCCN1CCN(S(=O)(=O)c2cc(OCC)c(-n3cnnn3)cc2OCC)CC1	103	1
CCOc1ccccc1CNC(=O)CN1C(=O)c2cccnc2Oc2ccc(Cl)cc21	109	0.7
CC(C)OP(C)(=O)CN1CCCC1=O (stereo not given)	99	-0.9
CCOc1ccccc1NC(=O)c1ccc2nc[nH]c2c1	111	0.3
Cc1ccc(S(=O)(=O)NC(=O)CC#N)cc1	103	0.5
CCN(CC)CCCN1C(=O)C(=O)/C(=C(/O)c2cc(C)ccc2C)C1c1cccs1 (stereo not given)	103	-0.1
Cc1nc(C)nc(NC(=O)NC(=O)c2cc(OCC(F)(F)F)ccc2OCC(F)(F)F)n1	103	0.7
CNC(=S)NN(Cc1ccccc1)c1ccccc1	104	0.2
O=C1NCN(c2ccccc2)C12CCN(CCCC(c1ccc(F)cc1)c1ccc(F)cc1)CC2	99&102	-0.3&0.2
Cn1nnc2c(NCc3ccccc3Cl)ncnc21	112	1
COc1ccc(-c2[nH]c3ccccc3c2SCCNC(=O)c2ccc3c(c2)OCO3)cc1	102	0.3
CCc1nnc2c(NCC3CCCO3)nc3ccccc3n12 (stereo not given)	101	-0.2
Cc1[nH]n(-c2ccccc2)c(=O)c1S(=O)(=O)c1ccccc1	104	0.5
COc1ccc(Cc2nnc3n2N=C(c2ccc(C)c(C)c2)C(C)S3)cc1OC (stereo not given)	87*	-1.2*
O=C(CSC1CCCC1)c1ccccc1F	101	-0.1
OCCNc1nc2ccccc2n1Cc1ccccc1	100	-0.7
CCOC(=O)c1cc(-c2ccccc2)n(-c2ccc(C(=O)O)cc2)c1C	100	-0.4
Cc1cccc(Nc2nc(CC(=O)O)cs2)c1	102	-0.1
O=C(c1c(Cl)nc2sccn12)N1CCCc2ccccc21	103	0.3
CCn1c(=NC(=O)c2ccc(S(=O)(=O)N(C)C)cc2)sc2cc(C(=O)OC)ccc21	102	0.6
CCOC(=O)c1c(NC(=O)c2ccc(OCC)c(Br)c2)sc2c1CCCC2	101	-0.3
Nc1[nH]c(=O)[nH]c(=O)c1N=Nc1ccc(S(=O)(=O)N2CCOCC2)cc1	100	-0.1
CC1CCN(C(=O)COC(=O)c2cccs2)CC1	99	-1.6
COC(=O)c1cc(=O)n(Cc2cccs2)c(=Nc2ccccc2)s1	100	0.1
O=C1NC(=O)C2C1C(c1ccco1)NN2Cc1ccccc1 (stereo not given)	100	-0.1
N#Cc1ccc(COC(=O)c2ccccc2)cc1	101	0.1
Cc1ccc(NC(=O)Cn2c(=O)n3nc(C)nc3c3ccccc32)cc1	103	0
Cc1c(NC(=O)Nc2ccccn2)sc2nc3n(c(=O)c12)CCC(C)CC3 (stereo not given)	103	0.9
Cc1cccc(Cn2ccn(Cc3ccccc3)c(=O)c2=O)c1	101	-0.3
CCC(CC)C(=O)Nc1cccc(C(=O)NCc2ccco2)c1	103	0.4
COc1ccc(-n2ncc(NC(=O)NCc3ccccn3)c2C)cc1	104	0
c1ccc2c(-c3csc(-c4ccc(-c5ccno5)s4)n3)csc2c1	98	-1.1
CC(C)(C)OC(=O)N1CCC(c2c(C(=O)N3CCC(c4ccccc4)C3)cnn2-c2ccc(Cl)cc2)CC1 (stereo not given)	112	0.6
Cc1ccc(CCNC(=O)CCCc2nnc3n(C)c(=O)c4sccc4n23)cc1	100	-1.6
O=C(/C=C/c1ccccc1)NCCO	104	0.9
CCOc1ccccc1NC(=O)c1c(NCc2sccc2C)sc2c1CCC(C)C2 (stereo not given)	99	-0.7
COc1ccc(C(=O)Nc2ccc(N(C)Cc3ccccc3)c(C(=O)O)c2)cc1	106	-0.2
Cc1cc2nc(N3CCCC3C(N)=O)c3ccccc3n2n1 (stereo not given)	101	0
CC1CCCCN1C(=O)Cn1cc(C(=O)c2ccccc2)c2ccccc21 (stereo not given)	103	0.4
O=C(Nc1cc2ccccc2oc1=O)c1ccccc1	100	-0.6
Cn1c(=O)c(C(=O)NCCCc2ccccc2)cc2cccnc21	104	0.2
CSc1n[nH]c(-c2cccc(Cl)c2)c1C#N	108	0.9
O=C(Cn1c(=O)sc2ccccc21)NCc1ccccn1	96	-0.6
CCc1ccc(-n2nc(CO)c(C(=O)NC)n2)cc1	108	0.1
COc1cccc(NC(=O)Cn2c(=O)n(C(C)C)c(=O)c3oc4ccccc4c32)c1	104	1
CCC1CCCCN1C(=O)COC(=O)c1cccs1 (stereo not given)	103	0
O=C(CN1CCCc2ccccc21)NC(=O)NC1CCCCC1	105	0.1
Cc1ccccc1CNC(=O)C1CCCCN1S(=O)(=O)c1ccc(F)cc1 (stereo not given)	108	0.2
CC(C)NC(=O)CCc1nnc2ccc(N3CCCC3)nn12	103	0.5
Cc1cc(=O)n(C(C)C(=O)NCc2ccccc2Cl)c2c1c(C)nn2-c1ccccc1 (stereo not given)	102	-1
CCOC(=O)c1cc2sccc2n1CC(=O)NC1CCC(C)CC1 (stereo not given)	101	0
NN1CC(=O)N(c2ccc(Cl)cc2)CC1=O	105	0.6
CCNC(=S)NCCc1ccc(Cl)cc1	106	0.5
CCOC(=O)c1[nH]c2ccccc2c1NC(=O)c1ccccc1F	98	-2.1

# Other compounds
SMILES	Polio RdRp inh	Polio RdRp inh FP z-score
CNC(=O)c1cccc2c1-c1ccccc1C2=O	102	-0.2
CCCCNC(=O)Cc1csc(-c2ccccc2)n1	105	1.8
Cc1oc(-c2ccccc2)nc1Cn1cccc1C1=NC(c2ccccc2)CO1 (stereo not given)	104	0.9
CC(C)CNC(=O)c1cc2n(n1)C(C(F)(F)F)CC(c1ccco1)N2 (stereo not given)	101	-0.1
N#CC1=C(SCC(=O)Nc2ccc(F)cc2)NC(=O)C(C#N)C12CCCCC2 (stereo not given)	102	0
CCc1ccc(-c2nn(CC(=O)Nc3ccccc3C)c3c2cnc2ccc(C)cc23)cc1	105	-0.2
CCCC1=Nc2cc(C(=O)NCCCN(CC)CC)ccc2Sc2ccccc21	115	0.8
COc1ccccc1NC(=O)N1CC=C(c2c[nH]c3ccccc23)CC1	133	6.3
O=c1[nH]ncc(NCC2CCCO2)c1Cl (stereo not given)	104	0.3
COC(=O)C(C)N1C(=O)S/C(=C/c2cccn2C)C1=O (stereo not given)	101	0.3
CC(=O)NC(C)(C)COc1ccc(Cl)cc1	102	-0.1
CCOc1ccccc1C(=O)NC1(C(F)(F)F)NC(=O)N(CCc2ccc(OC)c(OC)c2)C1=O (stereo not given)	105	0.3
CC(C)C(CC(=O)O)NCc1ccccc1Cl (stereo not given)	102	0.3
COc1cc(Cl)c(C)cc1NC(=O)NCc1noc2ccc(C)cc12	106	0.7
Cc1nc2c(-c3ccc(F)cc3)c(C)nn2c(C)c1CCC(=O)N1CCN(c2ccc(F)cc2)CC1	106	0.4
COc1ccccc1NC(=O)c1cc(=O)c2ccc(C)c(C)c2o1	106	-0.3
Cc1nccn1CC(=O)N/N=C/c1ccc(O)c(O)c1	103	0.3
Cn1c([N+](=O)[O-])cnc1COC(N)=O	101&103	0.7&0.8
CCOc1ccccc1NC(=S)N(Cc1c[nH]c2ccccc12)C(C)C	106	2
COc1cc(C(=O)N2CCc3c([nH]c4ccccc34)C2c2ccccc2)cc(OC)c1OC (stereo not given)	103	-0.9
O=C(NCc1cccc(F)c1)c1ccc2nc(N3CCCCC3)sc2c1	111	0.2
c1csc(-c2ccn3cnnc3n2)c1	99	-0.3
O=C(CN1C(=O)CCSc2ccc(S(=O)(=O)N3CCCC3)cc21)Nc1ccccc1	104	-0.6
O=C(CCN1C(=O)C2C3C=CC(C3)C2C1=O)NC1CCCc2ccccc21 (stereo not given)	103	0.6
O=C(Cn1nc(N2CCN(c3ccccc3)CC2)ccc1=O)Nc1ccc(F)cc1F	110	0.7
COc1ccc(CN2CCCC(C(N)=O)C2)cc1 (stereo not given)	101	0.4
COC(=O)C1=NNC(C(=O)OC(C)(C)C)C1c1ccccc1 (stereo not given)	98	-0.3
COCc1[nH]c(=S)[nH]c(=O)c1Cc1c(F)cccc1Cl	105	0.3
O=C(CC1SC(=NCc2ccccc2)NC1=O)NC1CC1 (stereo not given)	102	0
CSCC(CSC)OC(=O)Nc1ccc(Cl)cc1	99	-0.7
COc1ccc(Cl)cc1NC(=O)CN1C(=O)CC(c2ccccc2)S(=O)(=O)c2ccccc21 (stereo not given)	100	-1.4
O=C(CSc1nccn1Cc1ccccc1)Nc1nc2ccccc2s1	110	0.5
C1=C2CCc3c([nH]c4ccccc34)C2N(c2ccccc2)N1 (stereo not given)	102	0.1
SCCNc1n[nH]c(Nc2ccccc2)n1	99	-0.4
O=C(O)c1nn(Cc2ccccc2)nc1C(=O)O	100	-0.3
COc1ccccc1C(=O)Nc1c(C(=O)N2CCN(c3ccccc3F)CC2)oc2ccccc12	99	-1.3
COc1ccc(CNC(=O)CCC2CCCC2)cc1OC	101	0.4
